# TDP1 inh = qHTS Assay for Inhibitors of Tyrosyl-DNA Phosphodiesterase (TDP1) | Tyrosyl-DNA phosphodiesterase 1 (Homo sapiens), Q9NUW8 | actives 0.28% (n = 350,000) | Potency, µM (top dose mostly 130 µM), for the others: at the highest dose activity change, negative = inhibition, most hits filed as inhibitors | recombinant TDP1, AlphaScreen DNA substrate cleavage; further: nearly all actives have a fitted effect of over 40% in size
# Target sequence (Q9NUW8 whole entry, looked up): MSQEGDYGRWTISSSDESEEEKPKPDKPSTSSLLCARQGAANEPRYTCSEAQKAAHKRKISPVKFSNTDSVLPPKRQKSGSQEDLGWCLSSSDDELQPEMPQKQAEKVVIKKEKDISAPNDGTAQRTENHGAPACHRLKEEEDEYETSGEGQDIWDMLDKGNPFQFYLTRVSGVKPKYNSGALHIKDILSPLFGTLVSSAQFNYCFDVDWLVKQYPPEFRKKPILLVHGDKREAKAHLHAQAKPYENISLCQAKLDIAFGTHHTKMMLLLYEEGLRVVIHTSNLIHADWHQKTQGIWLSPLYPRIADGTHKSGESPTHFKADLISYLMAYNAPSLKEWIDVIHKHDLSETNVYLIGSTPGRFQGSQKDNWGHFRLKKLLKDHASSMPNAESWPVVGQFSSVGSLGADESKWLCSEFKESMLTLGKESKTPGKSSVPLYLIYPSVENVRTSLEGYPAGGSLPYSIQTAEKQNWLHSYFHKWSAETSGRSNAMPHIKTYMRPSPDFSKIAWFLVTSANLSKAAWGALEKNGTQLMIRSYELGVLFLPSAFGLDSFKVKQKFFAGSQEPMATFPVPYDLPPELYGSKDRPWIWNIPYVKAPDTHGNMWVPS
#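 E. coli-derived human Tdp1, 1 nM final. Cpd preinc 15 min RT; substrate 15 nM final, 5 min RT; AS bead mix 10 ug/ml final, 10 min RT. Signal loss = tyrosine-FITC cleavage. No-enzyme wells = max signal.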
# TDP1 cell noCPT = qHTS for Inhibitors of human tyrosyl-DNA phosphodiesterase 1 (TDP1): qHTS in cells in absence of CPT; DT40 Tdp1-/- hTDP1 cells, no CPT, ATP luminescence, 48 h; Potency, µM (highest dose often 46.2 µM), for the others: top-dose activity change, negative = growth inhibition, hits mostly inhibitors; actives 15% (n = 420,000); AID 686978, 2013; further: nearly all actives have a fitted effect of over 55% in size
#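 Cells were dispensed at 400 per well, compounds added by pin tool, plates incubated ≥48 hr at 37 °C, then CellTiter-Glo added for 30 min at room temperature before luminescence reading. Line: DT40 Tdp1-/- complemented with hTDP1; camptothecin omitted.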
# N370S GC mod = qHTS Assay for Inhibitors and Activators of N370S glucocerebrosidase as a Potential Chaperone Treatment of Gaucher Disease; Lysosomal acid glucosylceramidase (Homo sapiens), P04062; N370S GC spleen homogenate, 4MU-glucoside fluorescence; Potency, µM (doses to about 59.4 µM), for the others: at the highest dose activity change, negative = inhibition, most hits filed as inhibitors; actives 0.092% (n = 330,000); AID 2101, 2009;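 further: 0% = full enzyme activity and -100% = no enzyme basal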
# The depositor's hits bear a star; ? = inconclusive; · = not tested or not shown; & = joins results of further samples; [ ] = dose if it differs, or a comment. The call rests on the fitted dose curve; in most records, active means well fitted curve in the direction sought with a large enough effect; inconclusive means small, poorly fitted or top-dose-only effect, or another doubt; inactive means no such curve, though single readings can be large; an effect the other way counts as inactive or inconclusive. Unless noted, on the % scale 0 is the no-effect control and ±100 the full control effect; potency means the concentration at half of the fitted maximal effect.
Structure	TDP1 cell noCPT	TDP1 inh	N370S GC mod
Cc1ccc(S(=O)(=O)N2CCN(C(=O)c3cc4c(s3)CCCC4)CC2)c(C)c1	?	1.6%	·
CC(=O)Oc1ccc(-c2csc(Nc3ccc(Cl)cn3)n2)cc1	?	3.6%	-0.4%
CCCc1cc(=O)[nH]c2nnc(SCC(=O)Nc3nccs3)n12	-10.9%	·	3.4%
Cc1c(Br)ccc(NC(=O)c2ccccc2[N+](=O)[O-])c1C	?	0.0%	1.1%
O=C(Cn1cc2c(n1)CCCCC2)Nc1ccccc1Cl	-15.1%	1.3%	26.4%
CC(C)c1ccc2oc(=O)cc(CN3CCN(Cc4ccccc4)CC3)c2c1	?	·	-7.3%
COc1ccc(C(=O)C2CCCN(Cc3ccc4c(c3)OCCO4)C2)cc1F (stereo not given)	-21.4%	·	-8.2%
Cc1cc(-c2ccc(C)c(S(=O)(=O)NCc3ccc(Cl)cc3)c2)on1	?	-1.9%	·
O=C(Nc1ccc(Br)cc1)c1cccc(N2C(=O)C3C4C=CC(C4)C3C2=O)c1 (stereo not given)	?	2.8%	-13.1%
Cc1ccc(CCNC(=O)C2CC(=O)N(CCc3ccc(C)cc3)C2)cc1 (stereo not given)	1.8%	5.2%	·
Cc1ccc(CC(=O)NCc2ccc(F)cc2)cc1	4.61µM*	2.7%	-7.1%
CC1(C)Cc2c(sc3c2C(=O)N(c2ccccc2)C2=NCCCN23)CO1	-5.3%	3.1%	5.1%
O=C(c1ccccc1)N1CCN(CC#Cc2ccccc2)CC1	-16.9%	0.0%	2.3%[2.35 µM]
O=C(Nc1ccc(Br)cc1)C(c1ccccc1)c1ccccc1	?	4.8%	-10.6%
O=C(CCCN1CCC(NC(=O)c2ccccc2)CC1)c1ccc(Cl)cc1	-23.2%	·	-7.1%
COC(=O)[C@H](Cc1ccccc1)NC(=O)N1CCCCC1	2.0%	·	-2.2%
Cc1c(C)c2ccc(OCC(=O)Nc3nccs3)cc2oc1=O	?	1.9%	-1.0%
O=C(CCC(=O)N1Cc2ccccc2Oc2ncccc21)NCc1cccc(Cl)c1	-14.6%	2.1%	·
O=C1CN(C(=O)COc2ccc(Cl)cc2Cl)c2ccccc2N1	13.6%	·	2.6%
Cc1ccc(C(=O)N2CC(=O)Nc3ccc(C)cc3C2c2ccccc2)cc1 (stereo not given)	?	·	-7.0%
COc1cccc(-c2ncnn2-c2sc3c(c2C#N)CCCCC3)c1OC	?	5.7%[2.28 µM]	·
O=C(NNC1=Nc2ccccc2SC1)c1cccc([N+](=O)[O-])c1	23.1µM*	6.2%	0.1%
Cc1cccnc1NC(=O)C1CC(=O)N(c2ccc3c(c2)OCCO3)C1 (stereo not given)	-2.8%	-5.2%	2.5%
CCOC(=O)c1cc(-c2ccc(OC)cc2)n(CCC(=O)Nc2ccc(OC)cc2OC)c1C	20.6µM*	7.6%	·
O=C(Nc1ccccc1N1CCCC1)C1CCN(S(=O)(=O)c2ccccc2C(F)(F)F)CC1	?	·	-11.6%
COC(=O)c1c(NC(=O)CS(=O)(=O)c2ccccc2)sc(C)c1C	20.6µM*	·	-10.3%
Cc1ccc(NS(=O)(=O)c2ccc(-n3cccn3)cc2)cc1C	?	-0.3%	3.1%
C[C@H](NS(=O)(=O)c1ccccc1F)C(=O)OCC(=O)Nc1ccc2c(c1)OCCO2	15.2%	0.2%	·
Cc1ccc(Nc2ncc3c(n2)CC(C)CC3=O)c(C)c1 (stereo not given)	?	2.4%	-18.9%
CCC(C)Sc1cccc(-c2nc3cnccn3c2NC2CCCCC2)c1 (stereo not given)	16.4µM*	-8.5%	·
COc1cc(C2SC(C)C(=O)N2CCc2ccccc2)cc(OC)c1OC (stereo not given)	?	0.0%	-8.9%
CCO[C@H]1OC(C(=O)NCc2nc3ccccc3[nH]2)=C[C@@H](c2ccc(C(F)(F)F)cc2)[C@@H]1CCCO	16.4µM*	9.0%	1.4%
CCOc1cc(/C=N/Nc2nc(-c3cccs3)c(NC(C)=O)s2)ccc1O	13µM*	·	-12.7%
CNc1nnc(CSc2nc(C)cc(C)n2)s1	-12.9%	4.3%	-1.0%
COc1ccc2c(c1)C(=O)N1[C@H]3c4cc(C)ccc4OC[C@@H]3[C@H](c3ccccc3)[C@]1(C)C(=O)N2	10.3µM*	-0.3%	1.6%
COC(=O)C1=C(CSCc2ccccc2)NC(=O)NC1c1cc(C)ccc1C (stereo not given)	?	-1.0%	9.0%
CCN(CC)S(=O)(=O)c1ccc(/C=C/C(=O)NC2CCCCC2)cc1	?	3.7%	8.6%
O=C(CN(c1ccccc1)S(=O)(=O)c1ccccc1)NCCSc1nc2ccccc2s1	18.4µM*	-2.0%	-4.2%[12.8 µM]
Cc1[nH]c(=S)[nH]c(=O)c1CCC1OCCO1	-12.2%	0.6%	5.5%
O=C(O)C1=C[C@@H](c2coc3ccccc3c2=O)C[C@@H](OCc2ccc(CO)cc2)O1	21.6%	5.1%	-4.9%
CC1(c2ccc(Cl)cc2)NC(=O)N(CC(=O)N2CCN(S(=O)(=O)c3ccccc3)CC2)C1=O (stereo not given)	?	3.8%	-3.4%
CC(=O)Nc1ccc(C(=O)N2CCc3cc4c(cc3C2C)OCCCO4)cc1 (stereo not given)	18.4µM*	·	-23.7%
COC(=O)c1ccc(-n2nnnc2SCC(=O)Nc2ccccc2C(=O)OC)cc1	?	6.3%	-1.7%
COc1ccc(OC)c(CNC(=O)c2coc(=O)c3ccccc23)c1	?	-3.7%	22.2%
O=C(Cn1cc(C(F)(F)F)ccc1=O)NCC1CCCO1 (stereo not given)	15.5%	-0.7%[56.1 µM]	·
CC(=O)N/C(=C\c1ccccc1)C(=O)OCC(=O)NC(=O)c1ccccc1	-9.1%	1.5%[0.505 µM]	-9.6%
CCC(=O)c1ccc(N2CCN(C(=O)COc3ccc(F)cc3)CC2)c(F)c1	23.1µM*	-3.9%	-4.7%
Fc1cc2nccnc2cc1N1CCSCC1	-21.8%	8.2%	-11.0%
CC1=C(C(=O)Nc2ccccc2)C(c2ccc(C)o2)n2c(s/c(=C\c3ccco3)c2=O)=N1 (stereo not given)	?	-7.3%	-1.6%
CCCCOC(=O)n1c(SCC(=O)N(CC)CC)nc2ccccc21	?	5.5%	9.4%

# Following part:
Structure	TDP1 cell noCPT	TDP1 inh	N370S GC mod
COc1ccc(C(=O)Nc2ccc(C)cc2C(=O)c2ccccc2)cc1	-20.8%	1.8%	?
COc1cc(NC(=O)CSc2nnc(-c3ccncc3)n2C2CCCCC2)ccc1NC(=O)c1ccco1	-19.8%	1.8%	1.6%
CCCOc1ccc(-c2nc(C#N)c(N3CCc4ccccc4C3)o2)cc1	?	7.0%	-18.7%
CC(C)C(NC(=O)c1c(F)cccc1F)C(=O)N1CCN(c2ccccc2F)CC1 (stereo not given)	-20.7%	·	-2.4%
CC1(C)CC(=O)c2cn3c(nc2C1)nc1ccccc13	?	-7.2%	-15.8%
Cc1cc(N2CCN(c3ccccc3)CC2)nc2ccccc12	-2.7%	·	-20.8%
O=[N+]([O-])c1ccccc1S(=O)(=O)NCCc1ccncc1	-0.8%	8.1%	7.3%
N#CCC(=O)Nc1ccc(C(=O)OCC(=O)NNC(=O)c2cccs2)cc1	-0.9%	·	-16.4%
COc1ccc(C(=O)/C=C/c2ccc(OC)c(COc3ccc(F)cc3)c2)cc1	?	1.0%	15.2%
COC(=O)C1=C(C)N(Cc2ccccc2)C(=NCCCCO)N[C@H]1c1ccccc1	?	·	-8.4%&-1.6%
Cc1ccc(CSc2nc3nc(C)cc(C)c3c(=O)[nH]2)cc1	0.2%	-3.0%	6.0%
COc1ccc(C(=O)NCc2ccccc2C)cc1S(=O)(=O)NC1CCCC1	-4.0%	0.8%	·
CC(C)OC(=O)Cc1nc2sc(-c3ccccc3)cc2c(=O)[nH]1	?	·	3.8%
O=C(Nc1ccc(F)cc1)c1ccc2ncsc2c1	?	·	2.0%
Cc1cc(C)cc(-n2nnc(-c3nc(-c4ccccc4F)no3)c2C)c1	?	0.0%	·
CCOC(=O)c1ccc(NC(=O)C2=C(C)C(=O)OC23CCN(C(C)=O)CC3)cc1	1.9%	-2.5%	·
O=C(NCc1ccccn1)c1cc2cc(Br)ccc2oc1=O	-5.7%	2.3%	6.3%
COc1cccc(-c2nn(-c3ccc(C)cc3)cc2C(=O)N(C)CC(=O)Nc2cccc(F)c2)c1	?	1.0%	·
CC(=O)Nc1ccc(C(=O)CSc2nnc3ccc4ccccc4n23)cc1	?	2.6%	·
CCN(CC)c1nc(Oc2ccc(=O)[nH]n2)nc(N2CCOCC2)n1	0.5%	1.9%	22.1%
CCOc1ccc(NC(C)=O)cc1N	-3.0%	0.2%&17.8%	9.5%
COc1ccc(C(=O)Nc2ccc(/C(C)=N/NC(=O)c3ccccc3O)cc2)cc1OC	-18.6%	10.7%	-8.9%
c1csc(CNc2ncncc2-c2ccc3c(c2)OCO3)c1	?	·	?
Cc1ccc(S(=O)(=O)N2CCN(CC(O)c3ccccc3)CC2)cc1C (stereo not given)	-2.2%	5.0%	-14.6%
CCOc1ccc(CNCc2c(C(=O)O)c(C)n(Cc3c(F)cccc3Cl)c2C)cc1OC	?	5.1%	·

# Results in TDP1 cell noCPT, for six of the compounds above:
Compound	TDP1 cell noCPT
CCN(CC)c1nc(Oc2ccc(=O)[nH]n2)nc(N2CCOCC2)n1	0.5%
CC(C)C(NC(=O)c1c(F)cccc1F)C(=O)N1CCN(c2ccccc2F)CC1 (stereo not given)	-20.7%
COC(=O)C1=C(C)N(Cc2ccccc2)C(=NCCCCO)N[C@H]1c1ccccc1	?
COc1cccc(-c2nn(-c3ccc(C)cc3)cc2C(=O)N(C)CC(=O)Nc2cccc(F)c2)c1	?
Cc1cc(N2CCN(c3ccccc3)CC2)nc2ccccc12	-2.7%
Cc1ccc(CSc2nc3nc(C)cc(C)c3c(=O)[nH]2)cc1	0.2%

# Going on with the list.
Structure	TDP1 cell noCPT	TDP1 inh	N370S GC mod
Cc1ccc(-n2ncc3c2CC(C)(C)CC3NC(=O)CCn2cncn2)cc1 (stereo not given)	-1.3%	3.8%	-0.6%
CC(=O)N1CCN(C(=O)c2cc(S(=O)(=O)N(C)c3ccc(F)cc3)ccc2Cl)CC1	?	·	-11.2%
COc1ccc(-c2csc(NC(=O)CSC(C)C(=O)Nc3cc(C)on3)n2)cc1OC (stereo not given)	10.3µM*	2.9%	·
Cc1ccc(CNC(=O)c2ccc(N3Cc4ccccc4Oc4ncccc43)s2)cc1	?	-2.5%	·
Cc1c(-c2cccs2)[n+](=O)c2c(n1[O-])CCC2	-4.3%	-1.0%	-20.6%
Cc1ccccc1/C=N/NC(=O)Cn1nnc(N)n1	5.4%	5.6%	5.1%
COc1ccc(NC(=O)CSC2=Nc3ccccc3C3=NC(CCC(=O)NC4CCCCC4)C(=O)N23)cc1 (stereo not given)	-25.7%	5.4%	·
COc1ccc(F)cc1CN1CCN(CC(=O)Nc2ccccc2C(=O)NC2CC2)CC1	?	1.0%	·
COc1ccc(-c2[nH]ncc2-c2nc(C)cs2)c(O)c1	-23.1%	0.0%	4.8%
O=C(NCc1ccc2c(c1)OCO2)c1cccc([N+](=O)[O-])c1	-8.2%	2.1%	-23.3%
Nc1cc(-c2ccccc2)nn1S(=O)(=O)c1ccc(F)cc1	14.6µM*	1.0%	-21.4%
CCOC(=O)C1(CCCc2ccccc2)CCN(C(=O)c2ccoc2)CC1	?	2.7%	-0.2%
CCOC(=O)C1=C(c2ccccc2)NC(=O)NC1c1cc(Cl)c(O)c(OC)c1 (stereo not given)	?	6.1%	0.8%
CC(C)(C)N1CC23CCC(C[C@@H]2C1=O)O3 (stereo not given in full)	-5.8%	1.2%	-1.5%
O=C(Nc1ccc(Cl)cc1C(=O)Nc1ccccn1)c1ccco1	?	6.8%	?
O=C(CNC(=O)c1ccc(Br)o1)NC1CCCCCC1	-12.3%	0.7%	2.0%
COc1cc(C2C(C#N)=C(N)Oc3c2c(-c2ccccc2)nn3-c2ccccc2)cc(OC)c1OC (stereo not given)	?	8.0%	5.8%
Cc1ccc(P(=O)(OCCN2CCOCC2)C(C)(C)C)o1 (stereo not given)	-5.9%	0.0%	-6.7%
c1ccc(-c2cc3ncc4c(n3n2)-c2ccccc2OC4)cc1	-23.0%	-0.6%	·

# The list is partial. The share of hits here may be higher or lower than overall.
